PGK inhibitor – T. brucei PGK inhibition. 380,000 tested, 0.043% active. PGK/GAPDH coupled, Kinase-Glo luminescence, 60 min. Potency, µM (series often up to 57.5 µM), without a hit: top-dose activity change, negative = inhibition, usual class: inhibitors; further: potency means the concentration at half of the fitted maximal effect; on the % scale 0 is the no-effect control and ±100 the full control effect; nearly all actives have a fitted effect of over 60% in size
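Luminescent ATP detection (Kinase-Glo Plus) follows a 60-minute room-temperature incubation, with wells lacking PGK as controls. Buffer: 100 mM TEA (pH 7.6), 5 mM MgCl2, 0.01% Tween-20. Coupling enzyme GAPDH (100 nM final) supplies unstable 1,3-BPG in-well.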
TrxR1 substrate – rat thioredoxin reductase 1 substrate activity. O89049. purified TrxR1 substrate turnover, NADPH consumption readout. Potency, µM (titrated, usually from 114 µM), inactives show top-dose activity change, negative = substrate turnover. 390,000 tested, 0.01% active; further: potency means the concentration at half of the fitted maximal effect; on the % scale 0 is the no-effect control and ±100 the full control effect; nearly all actives have a fitted effect of over 50% in size
Target sequence (O89049 whole entry, looked up): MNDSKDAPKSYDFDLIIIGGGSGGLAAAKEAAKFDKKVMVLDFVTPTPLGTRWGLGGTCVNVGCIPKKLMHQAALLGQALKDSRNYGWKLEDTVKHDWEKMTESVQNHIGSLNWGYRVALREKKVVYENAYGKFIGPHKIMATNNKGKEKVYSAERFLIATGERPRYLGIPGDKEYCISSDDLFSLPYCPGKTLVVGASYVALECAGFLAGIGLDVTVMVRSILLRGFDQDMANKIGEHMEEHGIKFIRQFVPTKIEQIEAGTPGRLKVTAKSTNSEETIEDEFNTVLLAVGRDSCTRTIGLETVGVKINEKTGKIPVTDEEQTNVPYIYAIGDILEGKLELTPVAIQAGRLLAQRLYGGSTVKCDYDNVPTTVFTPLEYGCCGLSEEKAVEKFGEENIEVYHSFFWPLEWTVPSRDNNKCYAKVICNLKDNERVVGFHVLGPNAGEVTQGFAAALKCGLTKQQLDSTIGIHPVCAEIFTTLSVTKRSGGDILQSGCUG
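Rat TrxR1, dispensed at 90 nM, was prereduced with 400 uM NADPH (final) for 5 min at ~22 deg C, then incubated with compound 15 min before 400 uM selenite. A first-read NADPH fluorescence drop versus no-compound background flagged substrates.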
PI4K2A block – blocks human PI4K2A kinase activity; 420,000 tested, 0.13% active; activity change, negative = inhibition, % at 76.9 µM; AID 1346378; Q9BTU6; purified PI4K2A, ADP-Glo luminescence, 1 h; stronger effect = lower value; in the data active means activity change below about -50%; inconclusive means mostly about -30% to -49%;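 further: -100% = wells without enzyme as full effect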
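PI4K2A activity was measured by ADP-Glo luminescence: enzyme (4 ug/mL stock) and phosphatidylinositol (1.2 mM stock) in Tris pH 7.5/MgCl2/EGTA/Triton X-100 buffer were reacted with ATP (300 microM stock) for one hour at ambient temperature.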
rTrxR1 inhibitor – inhibitors of rat thioredoxin reductase 1 | Potency, µM (highest dose often 114 µM), for the others: at the highest dose activity change, negative = inhibition, actives largely listed as inhibitors | O89049 | 390,000 tested, 1% active | recombinant rTrxR1, NADPH fluorescence consumption, selenite substrate | AID 588453; further: potency means the concentration at half of the fitted maximal effect; on the % scale 0 is the no-effect control and ±100 the full control effect; nearly all actives have a fitted effect of over 65% in size
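Rat TrxR1 (90 nM in the dispensed reagent) was pre-reduced with 400 uM NADPH for 5 min at room temperature, then incubated with compound for 15 min. After 400 uM selenite was added, NADPH fluorescence (Ex 340/Em 450 nm) was followed for 8 min.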
HP1b chromo inh – blocks HP1-beta chromodomain binding to methylated histone tails; P83916; AlphaScreen HP1-beta / biotin-H3K9me3 peptide binding; Potency, µM (top dose mostly 114 µM), without a hit: at the highest dose activity change, negative = inhibition, hits mostly inhibitors; 390,000 tested, 0.56% active; AID 540317; further: potency means the concentration at half of the fitted maximal effect; nearly all actives have a fitted effect of over 70% in size; inactives centre near 23
Target sequence (P83916 whole entry, looked up): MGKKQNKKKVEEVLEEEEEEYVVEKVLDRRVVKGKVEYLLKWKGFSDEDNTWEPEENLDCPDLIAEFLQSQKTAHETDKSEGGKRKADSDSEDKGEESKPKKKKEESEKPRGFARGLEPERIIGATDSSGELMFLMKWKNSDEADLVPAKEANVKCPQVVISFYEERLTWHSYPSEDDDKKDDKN
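HP1-beta protein (50 nM final) preincubated 30 min at room temperature with biotinylated H3(1-18)K9me3 peptide (50 nM) in PBS pH 7.4, 0.01% Tween-20, then compound added for 30 min. AlphaScreen streptavidin donor/nickel chelate acceptor beads (10 ug/mL final), 30 min dark, luminescence read.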
USP1-UAF1 inh – inhibitors of human USP1/UAF1 deubiquitinase; O94782; AID 743255; 390,000 tested, 0.23% active; Potency, µM (series often up to 57.1 µM), without a hit: top-dose activity change, negative = inhibition, hits mostly inhibitors; recombinant USP1/UAF1, Ub-Rhodamine cleavage fluorescence; further: potency means the concentration at half of the fitted maximal effect; on the % scale 0 is the no-effect control and ±100 the full control effect; nearly all actives have a fitted effect of over 60% in size; inactives centre near -12
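High-throughput fluorogenic screen: 1nM USP1/UAF1 complex, Ub-Rho substrate 150nM final, 50mM HEPES pH 7.8 with 0.5mM EDTA, 0.1 mg/ml BSA, 1mM TCEP and 0.01% Tween-20.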
mIDH1 inhibitor – blocks human mutant IDH1 R132H enzyme; O75874; IDH1-R132H enzyme, NADPH consumption, diaphorase/resazurin fluorescence; Potency, µM (titrated, usually from 76.6 µM), for inactives: at the highest dose activity change, negative = inhibition, most hits filed as inhibitors; 390,000 tested, 0.093% active; AID 602179; further: potency means the concentration at half of the fitted maximal effect; on the % scale 0 is the no-effect control and ±100 the full control effect; nearly all actives have a fitted effect of over 65% in size
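IDH1-R132H (0.5 ug/mL) preincubated 30 min with compound, then NADPH (0.016 mM) and alpha-KG (2 mM) added; 80 min at RT, pH 7.5. Remaining NADPH coupled via diaphorase/resazurin to fluorescence (540/590 nm); concentration-response curves normalized to no-enzyme control.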
GLS inhibitor – inhibitors of human glutaminase (GLS). O94925. GLS enzymatic activity, qHTS titration. Potency, µM (titrated, usually from 45.5 µM), inactives show top-dose activity change, negative = inhibition, actives largely listed as inhibitors. 410,000 tested, 0.21% active. AID 624170; further: potency means the concentration at half of the fitted maximal effect; on the % scale 0 is the no-effect control and ±100 the full control effect
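Read-out is an Amplex red fluorescence increase coupled through glutamate oxidase and HRP, measured before and after 30 min room-temperature incubation. hKGA is in 45 mM KH2PO4 (pH 8.2) with 0.02% Tween-20; glutamine added as 1mM solution.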
Pin1 inhibitor – inhibitors of human Pin1; Q13526; Pin1 FP peptide displacement, HiFluor488, 10 min; Potency, µM (series often up to 115 µM), for inactives: top-dose activity, negative = inhibition, most hits filed as inhibitors; 390,000 tested, 0.009% active; AID 504891; active means well fitted inhibition curve with a large enough effect in the polarisation, with a control signal flat, not every such curve was filed as active; inconclusive means small, poorly fitted or top-dose-only effect, or effect the other way, or a change in a side signal; inactive means no such curve, though single readings can be large or run the other way; the % refers to the polarisation; further: potency means the concentration at half of the fitted maximal effect; on the % scale 0 is the no-effect control and ±100 the full control effect
Target sequence (Q13526 whole entry, looked up): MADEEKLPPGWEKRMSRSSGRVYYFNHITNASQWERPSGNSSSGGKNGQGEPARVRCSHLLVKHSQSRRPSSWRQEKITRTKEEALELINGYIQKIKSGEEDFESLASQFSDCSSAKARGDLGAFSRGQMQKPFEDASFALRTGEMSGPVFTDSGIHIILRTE
* hit, by the source's call; i = inactive; ? = inconclusive; nt = not tested or not shown; [ ] = another dose, or the depositor's remark. Unless noted, the call rests on the fitted dose curve; in most records, active means well fitted curve in the direction sought with a large enough effect; inconclusive means small, poorly fitted or top-dose-only effect, or another doubt; inactive means no such curve, though single readings can be large; an effect the other way counts as inactive or inconclusive. Not all compounds are listed; count on the stated rates, not on these rows.

Each structure is followed by: PGK inhibitor	TrxR1 substrate	PI4K2A block	rTrxR1 inhibitor	HP1b chromo inh	USP1-UAF1 inh	mIDH1 inhibitor	GLS inhibitor	Pin1 inhibitor
[1] CCOC(=O)c1cc(NC(=O)Nc2ccccc2OC)c(C)nc1C
→ i	-5%	2	-15%	24%	-13%	5%	-1%	1%
[2] O=c1[nH]nnc2sc3c(c12)CCCC3
→ 0%	11%[57.1 µM]	-4	-2%	31%	-15%	3%	0%	-1%
[3] CC1CCN(Cc2c(C#N)c3ccccc3n2C)CC1
→ -8%	12%[57.1 µM]	3	6%[57.1 µM]	93%[activator]	-22%	10%	-5%	-2%
[4] COc1ccc(/C=N\Nc2ccc([N+](=O)[O-])cc2)c(C(=O)O)c1OC
→ -4%	-13%	3	-2%	19%	-13%	7%	7%	24%
[5] CC1CCC(C(=O)NC(C(=O)NCCCN2CCOCC2)C(C)C)CC1 (centres undefined)
→ -6%	1%	0	-7%	28%	-11%	10%	-7%	1%
[6] CCC(=O)NC(=S)Nc1cccc(NC(=O)c2ccccc2C)c1
→ 1%	5%	3	?	-6%	-12%	-11%	5%	1%
[7] CCC1CN(C(=O)N2CCC(C(=O)N3CCN(c4ccc(F)cc4)CC3)CC2)c2ccccc2O1 (centres undefined)
→ i	-4%[11.4 µM]	-3	26%	34%	-5%	12%	10%	-1%
[8] COc1cc(/C=C/C(=O)Nc2ccc(C)cc2)cc(OC)c1OC
→ 11%	-9%	2	1%	12%	-4%	4%	8%	2%
[9] C[C@@H]1CCCCO[C@H](CN(C)C(=O)Nc2ccc(F)cc2)[C@@H](C)CN([C@H](C)CO)C(=O)c2cc(NC(=O)c3ccccc3)ccc2O1
→ 5%	nt	-1	nt	nt	-7%	-2%	0%	nt
[10] O=C1CCN2C=Nc3cccc4ccc1c2c34
→ -1%	-4%	-30	-8%	46%	28µM*	18%	2%	?
[11] COc1ccc(CCN2C(=O)CN(C3CCCCCC3)C(=O)C2c2ccc(Cl)cc2)cc1OC (centres undefined)
→ 4%	1%[57.1 µM]	-8	13%[57.1 µM]	-6%	-13%	-9%	-5%	1%
[12] Cc1ccc(C(=O)Nc2ccc(O)c(C(=O)O)c2)o1
→ -18%	-11%	-7	-24%	11%	-9%	7%	36%[activator]	0%
[13] CCCc1cc(=O)[nH]c(N2CCN(Cc3ccc4c(c3)OCO4)CC2)n1
→ -11%	7%	2	14%	4%	-20%	9%	-14%	-8%
[14] CCOc1nc(NC(C)C)nc(NC(C)C)n1
→ -4%	-7%	-8	9%	0%	-9%	7%	5%	0%
[15] C[C@H](CO)N1C[C@H](C)[C@@H](CN(C)C(=O)Nc2ccccc2)Oc2ccc(NC(=O)Nc3ccccc3)cc2C1=O
→ -2%	2%	1	-9%	31%	-22%	5%	-7%	-3%
[16] [O-]/C(=C(\C(=S)Nc1ccc(SC(F)F)cc1)[n+]1ccccc1)c1ccc(Cl)cc1Cl
→ 5%	-6%[57.1 µM]	6	-6%[57.1 µM]	-6%	-27%	-6%	6%	27%
[17] CCc1ccc(-c2nn(CC(=O)NC3CCCC3)c3c2cnc2ccc(C)cc23)cc1
→ 5%	-3%[57.1 µM]	-6	17%[57.1 µM]	18%	-10%	-2%	5%	1%
[18] CC1(C)CC(=O)C2=C(C1)OC(N)=C(C#N)C2c1ccccc1[N+](=O)[O-] (centres undefined)
→ -2%	-4%[57.1 µM]	-1	-16%[57.1 µM]	-25%	-3%	4%	5%	?
[19] CCN1C[C@@H]2[C@@H]3C(=O)N(Cc4ccccc4)C(=O)[C@@H]3[C@](CC)(C1=O)N2C(=O)c1ccc(F)cc1
→ i	3%[57.1 µM]	3	12%[57.1 µM]	22%	-3%	6%	2%	1%
[20] CN1/C(=C/C(=S)NC(=O)C2(C)CC2(Cl)Cl)C(C)(C)c2ccccc21 (centres undefined)
→ 7%	-17%	-6	?	18µM*	-28%	2%	12%	14%
[21] CC1CCCC(C)N1S(=O)(=O)c1ccc(S(=O)(=O)NCc2ccccc2)cc1 (centres undefined)
→ -4%	10%	-3	26%	10%	-21%	-4%	7%	5%
[22] COc1ccccc1NC(=O)N1CCCC1C(=O)NCc1cccs1 (centres undefined)
→ -5%	6%	-3	26%	-8%	-5%	5%	0%	-6%
[23] Cc1ccc(-c2csc(-c3ccncc3)n2)cc1
→ i	7%	1	18%	60%[activator]	-22%	6%	-1%	5%
[24] C=CCN1C(=O)C(O)=C(C(C)=O)C1c1ccccc1F (centres undefined)
→ 4%	-3%	-1	-16%	37%[activator]	-25%	7%	-3%	-1%
[25] O=C(CCN1C(=O)COc2ccccc21)NCCC1=CCCCC1
→ 1%	9%[57.1 µM]	7	25%[57.1 µM]	6%	-2%	3%	-3%	4%
[26] COc1cccc(C(=O)NCC(c2ccc3c(c2)OCO3)N2CCN(c3ccc(F)cc3)CC2)c1 (centres undefined)
→ 3%	-6%	3	-2%	-9%	-2%	3%	9%	-2%
[27] S=C(Cc1ccc(Cl)cc1)N1CCOCC1
→ -4%	1%[57.1 µM]	1	11%[57.1 µM]	-5%	-11%	24%	10%	-10%
[28] O=C(CSCn1nnc2c(=O)[nH]c(Cc3ccc(F)cc3)nc21)Nc1cccc(C(F)(F)F)c1
→ -10%	1%	0	3%	49%[activator]	-8%	18%	9%	?
[29] Cc1cc2c(cc1NS(=O)(=O)c1ccc(Br)cc1)n(C)c(=O)c(=O)n2C
→ 1%	-6%[57.1 µM]	4	-5%[57.1 µM]	0%	7%	4%	17%	3%
[30] Cc1ccc(CNC(=O)C(N=C2NS(=O)(=O)c3ccccc32)C(C)C)cc1 (centres undefined)
→ 5%	1%	1	15%	38%	-22%	-4%	-2%	-1%

In the list so far, these have two or more sulfur atoms.
Each structure is followed by: PGK inhibitor	TrxR1 substrate	PI4K2A block	rTrxR1 inhibitor	HP1b chromo inh	USP1-UAF1 inh	mIDH1 inhibitor	GLS inhibitor	Pin1 inhibitor
[16] [O-]/C(=C(\C(=S)Nc1ccc(SC(F)F)cc1)[n+]1ccccc1)c1ccc(Cl)cc1Cl
→ 5%	-6%[57.1 µM]	6	-6%[57.1 µM]	-6%	-27%	-6%	6%	27%
[21] CC1CCCC(C)N1S(=O)(=O)c1ccc(S(=O)(=O)NCc2ccccc2)cc1 (centres undefined)
→ -4%	10%	-3	26%	10%	-21%	-4%	7%	5%

Remaining list, next part:
Each structure is followed by: PGK inhibitor	TrxR1 substrate	PI4K2A block	rTrxR1 inhibitor	HP1b chromo inh	USP1-UAF1 inh	mIDH1 inhibitor	GLS inhibitor	Pin1 inhibitor
[31] CCC(=O)NC(=S)Nc1ccccc1C(=O)OC
→ -4%	-4%	-4	50µM*	19%	-17%	-4%	5%	-5%
[32] CN1CCN(S(=O)(=O)c2ccc(SCCOc3ccccc3)nc2)CC1
→ -6%	5%[57.1 µM]	7	8%[57.1 µM]	27%	-18%	2%	1%	-10%
[33] CC12CCC(C(=O)N(c3nccs3)C1=O)C2(C)C (centres undefined)
→ -2%	3%[57.1 µM]	-2	-4%[2.29 µM]	14%[57 µM]	?	2%	-10%	0%
[34] Cc1ccc(-c2nc3c(=O)n(C)c4ccccc4c3o2)cc1
→ 2%	36%[activator][57.1 µM]	19	45%[activator][57.1 µM]	10%	-5%	4%	7%	11%
[35] CCN(CC)C(=O)/C(=C\c1cccc([N+](=O)[O-])c1)NC(=O)c1ccco1
→ 8%	-6%	3	-4%	3%	-21%	4%	9%	1%
[36] C=CCNC(=O)c1ccc(-c2cccc([N+](=O)[O-])c2)o1
→ i	-11%[57.1 µM]	5	-1%[57.1 µM]	25%	-6%	9%	-12%	8%
[37] COc1cccc(-c2cc(C(=O)NCc3ccc(F)cc3)no2)c1
→ 0%	4%	0	18%	7%	-15%	-14%	-1%	0%
[38] CCCN1C(=O)C(=O)N(CC(=O)N2c3ccccc3NC(=O)CC2C)C1=O (centres undefined)
→ 0%	nt	-2	nt	nt	-25%	-4%	-1%	nt
[39] O=C(CN1CCN(CCN2C(=O)c3cccc4cccc(c34)C2=O)CC1)c1ccc(F)cc1
→ 1%	18%	0	?	31%	-19%	0%	-9%	-3%
[40] Cc1ccc(S(=O)(=O)N2CCCCC2)cc1NC(=O)c1ccccc1Cl
→ 9%	-1%	1	18%	43%[activator]	-14%	7%	2%	1%

Ordered by the number under Pin1 inhibitor (smallest number first): some entries from above
item	structure	Pin1 inhibitor
32	CN1CCN(S(=O)(=O)c2ccc(SCCOc3ccccc3)nc2)CC1	-10%
33	CC12CCC(C(=O)N(c3nccs3)C1=O)C2(C)C (centres undefined)	0%
40	Cc1ccc(S(=O)(=O)N2CCCCC2)cc1NC(=O)c1ccccc1Cl	1%

High-throughput results: PubChem, National Center for Advancing Translational Sciences (NCATS)
